High-throughput results: PubChem, Southern Research Specialized Biocontainment Screening Center
M. tuberculosis – growth inhibition of non-replicating M. tuberculosis (AID 488890); Mycobacterium tuberculosis non-replicating, growth inhibition; higher % means a stronger effect; inhibition, % at 25 µM; hits with a dose series show IC50 in µM; 0.39% of 320,000 active; in the data active means a potency from the dose series; inconclusive means inhibition mostly from about 82% at the one dose, without a potency; inactive means the rest, 99 in 100 with inhibition below about 76%;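 further: plate controls were DMSO cells for no effect and high antibiotic wells for full effect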
Salmonella PhoP GFP – PhoP regulon inhibitors, Salmonella typhi PhoP promoter GFP reporter, confirmatory (AID 1850); Salmonella Typhi PhoP-promoter GFP reporter, fluorescence, 4 h; higher % means a stronger effect; inhibition, % at 50 µM; hits with a dose series show IC50 in µM; 0.33% of 310,000 active; in the data active means a potency from the dose series; inconclusive means inhibition mostly from about 25% at the one dose, without a potency; inactive means the rest, 99 in 100 with inhibition below about 19%;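 further: 0% = induced wells with vehicle and 100% = uninduced wells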
M. tuberculosis HTS – M. tuberculosis growth inhibition, HTS (AID 449762); M. tuberculosis H37Rv growth inhibition, 7H9 media; higher % means a stronger effect; one-dose inhibition, % at 25 µM; IC50 in µM for titrated hits; 0.59% of 330,000 active; in the data active means a potency from the dose series; inconclusive means inhibition above about 70% without an active follow-up result;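 further: bacterial growth assessed after seven days of incubation; strong numbers were not always called active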
influenza NS1A – H1N1 influenza NS1A inhibitors, functional cell based assay (AID 504329); 0.3% of 340,000 active; one-dose inhibition, % at 12.5 µM; IC50 in µM for titrated hits; NS1A functional cell-based assay, percent inhibition; higher % means a stronger effect; in the data active means a potency from the dose series; inconclusive means inhibition above about 27% without an active follow-up result; further: strong numbers were not always called active
VEEV TC-83 Vero – inhibitors of VEEV TC-83 cytopathic effect, confirmation, Vero cells (AID 588727). inhibition, % at 20 µM; hits with a dose series show IC50 in µM. Vero cells, VEEV TC-83 cytopathic effect inhibition; higher % means a stronger effect. 0.13% of 350,000 active; in the data active means a potency from the dose series; inconclusive means inhibition mostly from about 14% at the one dose, without a potency; inactive means the rest, 99 in 100 with inhibition below about 12%; further: strong numbers were not always called active
VEEV TC-83 Vero 10K pilot screen – recorded beside VEEV TC-83 Vero, whose call it bears; inhibition, %; measured here: 10K pilot screen inhibition
* marks the source's active call; other numbers are inactive results; i = inactive; ? = inconclusive; / = not tested or not shown.

SMILES	M. tuberculosis	Salmonella PhoP GFP	M. tuberculosis HTS	influenza NS1A	VEEV TC-83 Vero	others
CC1(C)NC(=O)N(CCSc2ccc(Cl)cc2)C1=O	-7%	4%	-2%	-28%	i
Cc1cc(-c2ccccc2)nc(Cl)c1C#N	-10%	-6%	4%	-8%	0.6%
COc1ccc(NN=Nc2ccc([N+](=O)[O-])cc2)cc1	79%	8%	4%	0%	0.9%
N#C[C@H](O[C@@H]1O[C@H](CO[C@@H]2O[C@H](CO)[C@@H](O)[C@H](O)[C@H]2O)[C@@H](O)[C@H](O)[C@H]1O)c1ccccc1	5%	/	-8%	0%	0.1%	VEEV TC-83 Vero 10K pilot screen=0.1
COc1ccc2nc(NC(=O)CN3C(=O)NC4(CCCC4)C3=O)sc2c1	2%	4%	5%	-9%	3.2%
CCOc1c(OC)cccc1C1CC(=O)Nc2cc3c(cc21)OCCO3 (centres undefined)	/	17%	-3%	2%	1.8%
O=C1CCCN1CN(C(=O)c1ccc2c(c1)OCO2)c1ccc(F)cc1	7%	20%	5%	-5%	i
CCOCCCNC(=O)C1c2ccccc2C(=O)N2CCc3ccccc3C12 (centres undefined)	2%	-8%	-10%	25%	0.7%	VEEV TC-83 Vero 10K pilot screen=1.0
COc1ccc(CNC(=O)[C@H](C)N2C(=O)N3CCc4c([nH]c5ccc(OC)cc45)[C@@]3(C)C2=O)cc1	-8%	23%	-9%	0%	0.9%
CCOCCCNC(=O)C(c1ccc(C)cc1)N(Cc1cccs1)C(=O)CNC(C)=O (centres undefined)	-17%	-8%	-5%	11%	i
CC(C)N=C(NS(=O)(=O)c1cccs1)c1ccccc1	-2%	-4%	2%	-11%	1.4%
CC(OC(=O)c1cccc(S(=O)(=O)N2CCN(C)CC2)c1)C(=O)Nc1ccc(C(N)=O)cc1 (centres undefined)	-8%	/	-4%	-7%	0.5%
COc1ccc(Cc2nnn(CC(=O)O)n2)cc1	-1%	-10%	-2%	1%	1.5%
COc1ccc(Cl)cc1NC(=O)COC(=O)c1ccc(Cl)nc1	77%	/	-2%	-17%	i
CN(CC(=O)Nc1ccccc1C(F)(F)F)Cc1c(O)ccc2ccccc12	75%	6%	-1%	1%	0.2%
O=C(NCCc1cccc(Cl)c1)c1ccc(OC2CCN(Cc3ccccn3)CC2)cc1	/	/	/	5%	i
O=C(CNc1ccccc1N1CCCC1=O)Nc1cc(C(F)(F)F)ccc1-n1cncn1	/	/	/	-5%	4.1%
Cc1ccc(NC(=O)C2CCN(S(=O)(=O)c3ccc4c(c3)NC(=O)C(C)S4)CC2)cc1C (centres undefined)	28%	1%	?	-1%	3.3%
Cc1ccc(OCc2n[nH]c(=S)n2-c2ccccc2)cc1C	-3%	-6%	3%	1%	1.7%
CCOc1cccc(Oc2ncccc2C(=O)/C(C#N)=C/N(C)C)c1	-10%	-5%	-6%	21%	1.2%
COC(=O)c1ccc2c(c1)NC(=O)C1CCCN21 (centres undefined)	10%	8%	3%	/	/
Cc1cc(C)n2nc(Cc3ccccc3)nc2n1	-11%	0%	0%	-2%	i
Cc1c(N(C(=O)CNC(=O)c2ccccc2)C2(C(=O)NC3CCCC3)CCCCC2)c(=O)n(-c2ccccc2)n1C	4%	9%	-10%	-5%	0.5%
CC(NC(=O)c1ccc(Cl)cc1)C1CC2CCC1C2 (centres undefined)	?	0%	?	-2%	2.1%
C/C(=N\Nc1cc(N2CCOCC2)ncn1)c1ccc(O)cc1	11%	-7%	0%	-2%	1.7%
(listing goes on)
SMILES	M. tuberculosis	Salmonella PhoP GFP	M. tuberculosis HTS	influenza NS1A	VEEV TC-83 Vero	others
C=CCN1CC(O)=C(c2nc3ccccc3[nH]2)C1=N	20%	-8%	3%	11%	i
Cc1ccc(S(=O)(=O)N2c3ccc(S(N)(=O)=O)cc3CC2C)cc1 (centres undefined)	-8%	-2%	-3%	-6%	0.7%	VEEV TC-83 Vero 10K pilot screen=0.9
Cc1ccc(SCc2nc(-c3ccncc3)no2)cc1	66%	4%	10%	-6%	3.7%
CC(=O)N1CCN(C(=O)CCc2nc3ccccc3c(=O)[nH]2)CC1	2%	-2%	1%	-6%	i
COc1ccc(CCNC(=O)COC(=O)/C=C/c2ccc(OCC#N)c(OC)c2)cc1	-2%	-5%	0%	-4%	i
N/C(COc1cccc(Cl)c1)=N\NS(=O)(=O)c1ccccc1	-4%	-9%	0%	2%	2.2%
COc1ccc(CN(Cc2ccccn2)C(=O)CN2C(=O)COc3ccccc32)cc1	11%	1%	3%	5%	3.9%
Cc1ccnc(NS(=O)(=O)c2ccc(NS(=O)(=O)c3ccc([N+](=O)[O-])cc3)cc2)n1	2%	-14%	4%	2%	i
CC(=O)Nc1cccc(C(=O)/C=C/c2ccc(Br)cc2)c1	?	-6%	?	14%	1.9%
Cc1ccc(NS(=O)(=O)c2cc(C(=O)N3CCOCC3)ccc2C)cc1C	-11%	5%	-1%	-3%	4.7%
O=c1c2ccccc2[nH]c(=S)n1Cc1ccccc1	5%	0%	6%	-9%	i
Cc1ccc(NC(=O)CCCCCNS(=O)(=O)c2ccc(C)cc2)cc1	7%	-7%	40%	-12%	0.6%
COc1ccc(C)cc1NC(=O)CN1c2cccc3cccc(c23)S1(=O)=O	9%	/	3%	-5%	8.5%
COc1ccc(NC(=O)CSCCc2ccccn2)cc1OC	0%	-3%	3%	13%	0.8%
Cc1ccc(C)c(S(=O)(=O)C(C#N)c2nc3ccccc3nc2N2CCOCC2)c1 (centres undefined)	8%	-10%	-9%	-1%	i
O=C(O)CC/C(=C\c1cc([N+](=O)[O-])ccc1Cl)c1nc2ccccc2s1	50%	-4%	-3%	15%	2.0%
COC(=O)c1ccc(NC(=O)CSc2nn3c(=O)c(C)nnc3s2)cc1	9%	8%	1%	8%	1.4%
O=C1CC(c2cccnc2)=NN1c1ccccc1	4%	3%	-3%	1%	2.2%
Cc1ccccc1-c1noc(-c2ccccc2C(=O)O)n1	10%	10%	-2%	-7%	0.3%
CC1(C)C(=O)OC(c2cc(Br)ccc2O)C(C)(C)C1=O (centres undefined)	23%	-2%	2%	-2%	2.4%
COc1ccccc1NC(=O)C1CCCN(c2cnccn2)C1 (centres undefined)	-12%	0%	6%	1%	i
CCOc1ccccc1C(=O)NN1CCOCC1	12%	-7%	0%	-6%	2.7%
CC(=NCCCn1ccnc1)C1=C(O)c2ccccc2C1=O	3%	10%	-14%	-5%	i
CCn1c(=O)c2cc(C(=O)N3CCOCC3)sc2c2ccccc21	25%	-4%	47%	3%	1.9%	VEEV TC-83 Vero 10K pilot screen=1.1
O=C(Cn1cnc2sc3c(c2c1=O)CCCC3)NCC(=O)Nc1c(F)cc(F)cc1Br	-14%	0%	5%	7%	i
Additional results follow:
SMILES	M. tuberculosis	Salmonella PhoP GFP	M. tuberculosis HTS	influenza NS1A	VEEV TC-83 Vero	others
COc1ccccc1C(c1nnnn1C1CCCC1)N1CCN2CCCC2C1 (centres undefined)	47%	8%	-5%	-4%	0.2%
CC/C(=C\c1ccc(Cl)cc1)c1ccncc1	/	/	/	-4%	5.0%
O=C(CSc1nnc(SCc2ccc(Cl)cc2)s1)c1ccc2c(c1)OCO2	68%	-9%	3%	-7%	0.3%
Cc1cc(-c2ccc3ccccc3c2)n2ncnc2n1	11%	3%	3%	-6%	1.1%
CC(C)(C)NC(=O)NC(=O)CN1CCCc2ccccc21	-2%	-13%	-1%	5%	0.5%
Cc1cc(C(=O)NN=C(Cc2ccccc2)Cc2ccccc2)c(C)o1	55%	-3%	0%	17%	0.1%
O=C(Nc1ccc(O)c2c(=O)cc(-c3cccc(Cl)c3)oc12)c1ccc(F)cc1	4%	-4%	-3%	4%	8.1%
COc1ccccc1C(CNC(=O)CCNC(=O)c1ccccc1Cl)N1CCCC1 (centres undefined)	-20%	3%	1%	-7%	2.0%
Cc1c(C(=O)NN)[nH]c2ccc([N+](=O)[O-])cc12	-14%	-3%	-1%	/	0.7%
CCOCCn1c(SCCc2ccccc2)nc2c1c(=O)[nH]c(=O)n2C	3%	-10%	-5%	2%	2.8%
CCC(C)N=C1SCC(C)(/C=N/O)S1 (centres undefined)	19%	-7%	0%	-7%	1.0%
Cc1cccc(SCc2noc(C(=O)NCC3CCCO3)c2C(=O)O)c1 (centres undefined)	-26%	-6%	-4%	-4%	0.7%
Cc1ccc(C(=O)Nc2ccc(C(=O)O)cc2)cc1S(=O)(=O)Nc1cccc([N+](=O)[O-])c1	-14%	-10%	0%	9%	0.8%
C=CCC1Cc2c(cccc2[N+](=O)[O-])C(CC=C)N1 (centres undefined)	12%	0%	2%	1%	0.2%
COC(C(=O)N/N=C(\C)CC(=O)Nc1ccc(N(C)C)cc1)c1ccccc1 (centres undefined)	10%	6%	43%	14%	0.6%
O=C1OC(c2ccccc2)/C(=C(/O)c2ccccc2)C1=O (centres undefined)	20%	-13%	2%	-20%	0.3%
COc1ccc(C(=O)COC(=O)/C=C/c2ccccc2)cc1	15%	-9%	4%	-8%	9.2%
COc1ccc(CCNS(=O)(=O)c2c(C)nc3scc(C)n3c2=O)cc1OC	-5%	16%	5%	-2%	0.9%
CCC(=O)N1CCN=C1SCc1ccc(Cl)cc1	79%	6%	?	16%	0.7%
O=C(Nc1cccnc1Cl)C1=NN(c2ccccc2)C(=O)CC1	1%	-19%	5%	0%	1.2%
CC(OC(=O)Cc1c[nH]c2ccccc12)C(=O)NC1(C#N)CCCCC1 (centres undefined)	1%	-9%	-5%	9%	5.5%
O=C(NC1CCS(=O)(=O)C1)C12CC3CC(CC(C3)C1)C2 (centres undefined)	-7%	11%	-3%	1%	0.5%
O=C(CC1(O)C(=O)Nc2ccc(Br)cc21)c1ccc2c(c1)OCO2 (centres undefined)	12%	4%	-6%	-11%	1.6%
OC(c1ccccc1)(C1CCCCC1)C(CN1CCOCC1)c1ccccc1 (centres undefined)	17%	-15%	6%	4%	1.0%
Cc1cc(C)nc(NS(=O)(=O)c2ccc(NC(=O)C3COc4ccccc4O3)cc2)n1 (centres undefined)	0%	-2%	-3%	/	2.5%
COc1ccccc1NC(=O)NC1(C(=O)N2CCOCC2)CCCCC1	-9%	6%	-2%	4%	11%

Compounds as they come; overall some 1.5% were active at least once.
